# LDHA block – blocks human lactate dehydrogenase A. P00338. purified LDHA, NADH/diaphorase-resazurin fluorescence; stronger effect = lower value. activity change, % (values are at about 110 or 230 µM). 0.15% of 480,000 active. AID 1347041; in the data active = activity change below about -30%; inconclusive = mostly about -25% to -30%;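 note: plate controls were DMSO wells for no effect and wells without enzyme for full effect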
#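 Resorufin fluorescence (ex540/em590), read at 0 and 20 min after diaphorase/resazurin addition, reports the NADH left after a 5 min room-temperature reaction of 2 nM human LDH5 with 0.06 mM NADH and 0.2 mM pyruvate.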
# APE1 inh – blocks human APE1 abasic DNA cleavage; recombinant APE1, TAMRA/BHQ-2 abasic DNA cleavage fluorescence; Potency, µM (highest dose often 65.8 µM), for the others: top-dose activity change, negative = inhibition, hits mostly inhibitors; 0.35% of 350,000 active; AID 2517;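 note: potency is the fitted concentration of half-maximal effect; plate controls were vehicle for no effect and reference inhibitor for full effect; nearly all actives have a fitted effect of over 55% in size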
# Target sequence (P27695 whole entry, looked up): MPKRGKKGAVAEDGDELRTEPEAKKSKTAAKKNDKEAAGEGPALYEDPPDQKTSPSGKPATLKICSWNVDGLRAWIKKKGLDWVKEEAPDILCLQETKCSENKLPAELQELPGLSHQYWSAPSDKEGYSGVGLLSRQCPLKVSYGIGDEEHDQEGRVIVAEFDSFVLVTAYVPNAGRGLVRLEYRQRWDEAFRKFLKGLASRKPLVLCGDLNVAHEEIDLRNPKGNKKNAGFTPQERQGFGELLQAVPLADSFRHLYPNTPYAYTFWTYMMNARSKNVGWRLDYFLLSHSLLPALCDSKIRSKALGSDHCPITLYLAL
#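 APE1 at 0.75 nM preincubated 15 min at room temperature with compound. Reaction then started with 50 nM double-stranded THF-abasic substrate labelled with TAMRA/BHQ-2, and 525/598 nm fluorescence read kinetically. Activity taken as third-minus-first read difference, normalized to DMSO and NSC13755 controls.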
# ERG-DNA inh – inhibitors of human ERG Ets domain-DNA interaction; fluorescence polarization, His-ERG Ets domain / labelled DNA; Potency, µM (highest dose often 76.9 µM), without a hit: at the highest dose FP activity, negative = inhibition, most hits filed as inhibitors; 0.028% of 370,000 active; P11308; active = well fitted inhibition curve with a large enough effect in the polarisation, with a control signal flat; inconclusive = small, poorly fitted or top-dose-only effect, or effect the other way, or a change in a side signal; inactive = no such curve, though single readings can be large or run the other way; the % refers to the polarisation;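 note: polarization taken with two DNA probes labelled with fluorescein and Texas red; potency is the fitted concentration of half-maximal effect; % of control where 0% means no effect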
# Target sequence (P11308 whole entry, looked up, the tested form may be a part): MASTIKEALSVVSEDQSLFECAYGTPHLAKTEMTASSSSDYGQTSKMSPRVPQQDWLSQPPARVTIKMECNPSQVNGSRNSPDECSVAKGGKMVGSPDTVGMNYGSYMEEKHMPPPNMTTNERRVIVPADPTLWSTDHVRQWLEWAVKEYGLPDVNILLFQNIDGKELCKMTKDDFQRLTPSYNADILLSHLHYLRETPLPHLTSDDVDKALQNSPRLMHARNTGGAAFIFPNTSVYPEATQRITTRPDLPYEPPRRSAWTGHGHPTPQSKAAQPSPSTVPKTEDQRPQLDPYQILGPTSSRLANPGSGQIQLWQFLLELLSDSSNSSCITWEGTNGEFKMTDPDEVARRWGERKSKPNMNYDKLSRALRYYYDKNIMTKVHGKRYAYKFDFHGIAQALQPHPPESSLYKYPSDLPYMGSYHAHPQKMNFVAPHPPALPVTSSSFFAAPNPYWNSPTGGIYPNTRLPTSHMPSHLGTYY
#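 His-tagged ERG Ets domain (1 uM in the protein solution; 300mM KCl, 50mM Tris-HCl, 1mM EDTA, 1mM DTT, pH 7.5) received compound, then a probe mix of 5 nM fluorescein-DNA and 100nM Texas-615-DNA. Fluorescence polarization was read for both dyes.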
# POLH inh – blocks human DNA polymerase eta activity | 1.2% of 390,000 active | Potency, µM (titrated, usually from 114 µM), inactives show top-dose activity change, negative = inhibition, usual class: inhibitors | recombinant Pol eta, fluorescent DNA replication assay | AID 588591 | Q9Y253; note: potency is the fitted concentration of half-maximal effect; % is set by controls: 0 for no effect and ±100 for the full control effect
#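 Pol eta (10 nM) was preincubated with compounds for 15 min at room temperature, after which fluorescent replication substrate (50 nM final) was added to start the reaction. Fluorescence was read kinetically at 0 and 10 min.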
# RGS4 inhibitor – blocks human RGS4-accelerated GTP hydrolysis | P49798 | Transcreener GDP fluorescence polarization, RGS4-accelerated GTP hydrolysis | Potency, µM (titrated, usually from 114 µM), inactives show top-dose activity change, negative = inhibition, hits mostly inhibitors | 0.039% of 390,000 active; note: potency is the fitted concentration of half-maximal effect; % is set by controls: 0 for no effect and ±100 for the full control effect; nearly all actives have a fitted effect of over 75% in size; some results filed as inactive show a strong effect at the top dose
# Target sequence (P49798 whole entry, looked up): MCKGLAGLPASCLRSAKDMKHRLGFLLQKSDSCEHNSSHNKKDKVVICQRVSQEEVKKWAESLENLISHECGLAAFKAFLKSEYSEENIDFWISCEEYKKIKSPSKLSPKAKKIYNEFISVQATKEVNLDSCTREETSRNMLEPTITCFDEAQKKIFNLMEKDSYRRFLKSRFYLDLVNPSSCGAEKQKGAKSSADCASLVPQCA
#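 MLSMR compounds (23 nl, pin-transferred) preincubated 10 min at room temperature with a 500nM (2x) first reagent, then RGS4 at 900nM (2x) plus Transcreener GDP mix added; fluorescence polarization (620/688 nm) read before and after 90 min at 30 °C.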
# Pol beta inh – inhibitors of human DNA polymerase beta. P06746. Pol beta primer extension/strand displacement, fluorescence kinetic. Potency, µM (highest dose often 114 µM), inactives show at the highest dose activity change, negative = inhibition, usual class: inhibitors. 1.3% of 340,000 active; note: potency is the fitted concentration of half-maximal effect; % is set by controls: 0 for no effect and ±100 for the full control effect
#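 Enzyme-only controls used 10 nM Pol beta; buffer lacking enzyme served as negative control. Compound preincubated 15 min, then 50 nM substrate added; 0 and 10 min reads at room temperature.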
# ALOX12 inh – ALOX12 (human) lipoxygenase inhibition. P18054. AID 1671190. purified 12hLO, xylenol orange hydroperoxide absorbance. 1.1% of 580,000 active. Potency, µM (titrated, usually from 108 µM), without a hit: at the highest dose activity change, negative = inhibition, usual class: inhibitors; note: potency is the fitted concentration of half-maximal effect; % is set by controls: 0 for no effect and ±100 for the full control effect
#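 Purified human 12hLO at 150 nM in 25 mM Hepes, 0.01% Triton X-100, pH 7.0, preincubated 15 min at room temperature with compound. Reaction started with 40 uM arachidonic acid, 30 min at room temperature. Hydroperoxide measured by Fe-xylenol orange, 573/405 nm absorbance ratio.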
# Apoferritin bind – binds horse apoferritin like a general anesthetic; apoferritin/1-aminoanthracene competitive binding, fluorescence; 0.074% of 350,000 active; P02791; Potency, µM (highest dose often 77.5 µM), for inactives: top-dose activity change, negative = displacement, actives largely listed as inhibitors; note: potency is the fitted concentration of half-maximal effect; % is set by controls: 0 for no effect and ±100 for the full control effect; nearly all actives have a fitted effect of over 20% in size
#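 Apoferritin-based anesthetic binding model; compound displacement of fluorescent 1-AMA measured as endpoint fluorescence after 10 minutes at room temperature, scaled to free-ligand and complex controls.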
# POLK inh – inhibitors of human DNA polymerase kappa; Q9UBT6; 0.53% of 400,000 active; Potency, µM (series often up to 107 µM), for the others: top-dose activity, negative = inhibition, hits mostly inhibitors; AID 588579; purified Pol kappa, fluorescent DNA synthesis assay, 10 min; note: potency is the fitted concentration of half-maximal effect; % is set by controls: 0 for no effect and ±100 for the full control effect
#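 Kinetic fluorescence readout at 0 and 10 min followed reaction start with substrate at 50 nM final. Beforehand, enzyme (10 nM Pol kappa) stood 15 min with compound at room temperature; buffer-only wells were negative controls.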
# Active calls of the source: *; u = inconclusive; x = no result given; & = joins results of further samples; [ ] = remark or other dose. Unless noted, calls come from the whole dose curve; as a rule, active = well fitted curve in the direction sought with a large enough effect; inconclusive = small, poorly fitted or top-dose-only effect, or another doubt; inactive = no such curve, though single readings can be large; an effect the other way counts as inactive or inconclusive. A portion of the library; count on the stated rates, not on these rows.
SMILES,LDHA block,APE1 inh,ERG-DNA inh,POLH inh,RGS4 inhibitor,Pol beta inh,ALOX12 inh,Apoferritin bind,POLK inh
CC(C)(C)OC(=O)COc1cc(O)c2c(=O)cc(-c3ccccc3)oc2c1,-4,-4%,-3%,1%,0%[11.4 µM],-3%[57.1 µM],3%,4%,-3%
CCOC(=O)c1c(NC(=O)c2cc3ccccc3c(=O)o2)sc2c1CCC(C(C)(C)C)C2 (centres undefined),2,x,-14%,-4%,-15%,2%,0%,3%,-9%
COc1ccccc1CC(=O)Nc1ccc(C(=O)N2CCCCC2)cc1,-4,25%,-10%,-5%,-5%,21%,0%,-21%,-4%
CC(=O)c1c(C)oc2ccc(N(C(C)=O)S(=O)(=O)c3ccc(F)cc3C)cc12,-10,2%,-1%,-16%,-5%,0%,-5%,-2%,-8%
O=C(c1ccc2c(c1)OCO2)N1CCN(S(=O)(=O)c2ccc(Cl)cc2)CC1,-2,78%[activator][12.4 µM],6%,-21%,-1%,-1%,-1%,-11%,6%
COc1ccc(CC(=O)NNS(=O)(=O)c2ccc([N+](=O)[O-])cc2)cc1OC,-6,2%[12.4 µM],-1%,5%,12%,17%,-19%,-4%,1%
COC(=O)c1ccc(OC)c(Cn2c(=O)n(-c3cccc(Cl)c3)c(=O)c3c2c2cc(C)ccc2n3C)c1,-9,x,-3%,-9%,23%,12%,-25%,6%,-12%
Cc1ccc(CC(=O)Nc2ccc(C(=O)N3CCOCC3)cc2)cc1,-4,25%,3%,-13%,-22%,-20%,x,-13%,2%
COc1ccc(-c2noc(CSc3nnc(Cc4ccccc4)n3-c3cccc(C)c3)n2)cc1,-4,x,-2%,-26%,23%,-12%,0%,-6%,-23%
Cc1cc(C(=O)N2CCCC(C(=O)c3cccc(C(F)(F)F)c3)C2)n[nH]1 (centres undefined),-1,95%[activator],9%,-2%,13%,3%,-4%,-24%,-13%
Cc1ccc2c(c1)N(CC(=O)N1CCCCC1)C(=O)CO2,-6,-13%,-7%,-14%,11%,46%,-18%,-6%,-11%
Cc1onc(C(=O)N2CCN(c3ccccc3)CC2)c1[N+](=O)[O-],-3,2%,-1%,3%,-10%,-12%,-3%,-10%,-17%
Cc1cccc(C)c1Nc1nc2ccccc2o1,-1,-4%,13%,-26%,-27%,-8%,6%,u,4%
O=C(COc1ccc(S(=O)(=O)NCCc2ccccc2)cc1)N1CCCC1,-1,12%,x,-4%,u,31%,17%,0%,-5%
CC(=O)Nc1ccc(S(=O)(=O)N2CCN(S(=O)(=O)c3ccccc3)CC2)cc1,0,5%,-6%,-10%,14%,15%,7%,-8%,17%

# A stretch of the results above, for reference:
SMILES,LDHA block,APE1 inh,ERG-DNA inh,POLH inh,RGS4 inhibitor,Pol beta inh,ALOX12 inh,Apoferritin bind,POLK inh
CC(C)(C)OC(=O)COc1cc(O)c2c(=O)cc(-c3ccccc3)oc2c1,-4,-4%,-3%,1%,0%[11.4 µM],-3%[57.1 µM],3%,4%,-3%
CCOC(=O)c1c(NC(=O)c2cc3ccccc3c(=O)o2)sc2c1CCC(C(C)(C)C)C2 (centres undefined),2,x,-14%,-4%,-15%,2%,0%,3%,-9%
COc1ccccc1CC(=O)Nc1ccc(C(=O)N2CCCCC2)cc1,-4,25%,-10%,-5%,-5%,21%,0%,-21%,-4%
CC(=O)c1c(C)oc2ccc(N(C(C)=O)S(=O)(=O)c3ccc(F)cc3C)cc12,-10,2%,-1%,-16%,-5%,0%,-5%,-2%,-8%
O=C(c1ccc2c(c1)OCO2)N1CCN(S(=O)(=O)c2ccc(Cl)cc2)CC1,-2,78%[activator][12.4 µM],6%,-21%,-1%,-1%,-1%,-11%,6%
COc1ccc(CC(=O)NNS(=O)(=O)c2ccc([N+](=O)[O-])cc2)cc1OC,-6,2%[12.4 µM],-1%,5%,12%,17%,-19%,-4%,1%
COC(=O)c1ccc(OC)c(Cn2c(=O)n(-c3cccc(Cl)c3)c(=O)c3c2c2cc(C)ccc2n3C)c1,-9,x,-3%,-9%,23%,12%,-25%,6%,-12%
Cc1ccc(CC(=O)Nc2ccc(C(=O)N3CCOCC3)cc2)cc1,-4,25%,3%,-13%,-22%,-20%,x,-13%,2%
COc1ccc(-c2noc(CSc3nnc(Cc4ccccc4)n3-c3cccc(C)c3)n2)cc1,-4,x,-2%,-26%,23%,-12%,0%,-6%,-23%

# (further entries)
SMILES,LDHA block,APE1 inh,ERG-DNA inh,POLH inh,RGS4 inhibitor,Pol beta inh,ALOX12 inh,Apoferritin bind,POLK inh
CC(Oc1ccc(NC(=O)c2ccco2)cc1)C(=O)N1c2ccccc2CC1C (centres undefined),4,3%,-8%,-15%,4%,-27%,0%,u,-9%
CN(CCOc1ccccc1)C(=O)c1ccc(N2CCCC2)c([N+](=O)[O-])c1,-12,-6%,6%,-7%,3%,6%,2%,-5%,-1%
O=C(c1nsc(Cl)c1Cl)N1CCCCC1,-9,-5%,3%,-12%,11%,-7%,-15%,-17%,-11%
C/C(=N\NC(=S)NCCc1ccccc1)c1ccc(C#N)cc1,-10,10%,-6%,-19%,-1%,6%,0%,-17%,1%
COc1ccc(-c2ccc(OC)cc2)cc1,-3,-2%,-1%,-2%,12%,-2%,0%,7%,0%
O=C(c1n[nH]c2ccccc12)N1CCN(c2ccc(F)cc2)CC1,-2,-1%,3%,-13%,-10%,-2%,-3%,-7%,5%
C[C@H](NC(=O)c1cc2cc(Cl)ccc2n1C)C(=O)N[C@@H](Cc1ccccc1)C(=O)O,-10,-17%,1%,6%,5%,9%,-10%,-2%,-8%
CC(C)Oc1ccc(C(=O)Nc2ccc(N3CCCC3)cc2)cc1,5,-2%,x,-1%,-5%,-14%,x,-10%,-14%
C=C1CCN([C@@H](Cc2ccccc2)C(=O)NCc2ccc(Cl)cc2)S(=O)(=O)c2ccccc21,0,x,1%,-4%,-4%,x,15%,x,1%
Cc1nc(Sc2ccccc2)c(C#N)cc1-c1ccccc1,-1,-1%,-4%,-10%,-3%,-32%,x,-2%,-10%
Cn1c(=O)c2c(c3ccccc31)OC(=O)CC2c1cccc(Cl)c1 (centres undefined),-6,x,-1%,-12%,2%,-16%,-28%,38%[activator],13%[60.1 µM]
COc1ccccc1NS(=O)(=O)c1ccc(/C=C/C(=O)O)cc1,3,0%,-17%,-12%,-6%,-1%,6%,-6%,-6%
CCCCCCC1CC(=O)NC(=O)N1 (centres undefined),0,9%,8%,-19%,-4%,3%,-4%,-2%,-4%
CCCN(CCC)C(=O)/C=C/c1cccc([N+](=O)[O-])c1,0,3%,3%,-1%,-21%[56.9 µM],-1%,0%,0%,4%
CCOc1cccc(-c2nnc3sc(-c4cccs4)nn23)c1,-19,4%,-1%,9%,19%,0%,-15%,3%,1%
CCC(C)[C@H](N)C(=O)NC[C@H]1CC[C@H](C(=O)N[C@@H](Cc2ccccc2)C(=O)O)CC1 (some centres undefined),-5,11%,-1%,8%,12%[56.9 µM],1%,-12%,-14%,-8%
COc1ccc(-c2csc(NC(=O)c3ccoc3C)n2)cc1,-10,-4%,-9%,-14%,-13%,2%,-20%,-3%,-2%
Cc1ccc(-n2c(C)nnc2SCC(=O)N2CCc3ccccc3C2)cc1C,-7,-1%,-12%,-10%,-10%,1%,-8%,u,-5%
Cc1ccc(SCCNC(=O)c2ccc(C)c([N+](=O)[O-])c2)cc1,4,1%,5%,-20%,-24%,19%,-19%,u,-4%
COc1cc(SC)ccc1C(=O)N1CCCCCC1,-7,u,-4%,13%,51%,46%,0%,-7%,-15%
O=C(c1ccco1)N1CCn2cccc2C1c1ccccc1 (centres undefined),4,-7%,-7%,-15%,-48%,7%,1%,-7%,-2%
Cc1cc(C(=O)Nc2ccc(Br)cn2)sc1C,0,-11%,-7%,-18%,-15%,x,10%,x,-5%
CCC1(CC)CNC(=O)NC1=O,-2,x,-6%,-21%,-6%,x,-23%,x,-3%
Cn1sc(NC(=O)c2ccc(Cl)cc2)nc1=O,-4,1%,3%,-3%,-5%,20%,u,-5%,7%
CCc1ccc2[nH]c3nc(SCc4nnc(-c5ccccc5)o4)nnc3c2c1,-4,-3%,-6%,-11%,2%,2%,-4%,5%,-7%
CCc1ccc(N(CC)C(=O)c2cn(C)c(=O)c3cc(OC)c(OC)cc23)cc1,0,x,3%,u,8%,26%,-21%,-7%,-18%
CCC(C)NS(=O)(=O)c1ccc(F)c(C(=O)Nc2c(F)cc(F)cc2Br)c1 (centres undefined),0,0%,4%,-20%,-6%,2%,-13%,-13%,7%
CC1(C)CC(=O)C(C(c2cccnc2)C2C(=O)CC(C)(C)CC2=O)C(=O)C1,-8,5%,-4%,-8%,10%,6%,0%,-10%,-12%
OCC[C@H]1C[C@H](O)[C@@H](O)[C@@]2(Cc3ccccc3CO2)O1,-8,7%,-1%,3%,16%,x,12%,x,9%
COc1ccc(CNC(=O)C[C@H]2C(=O)N(Cc3ccc(OC)cc3)C[C@@H]2Cc2ccccc2)cc1,2,-1%,19%,-9%,2%,31%,1%,-13%,-8%&0%
CC(C)On1c(SC(C)C)nc2ccccc2c1=O,0,-3%,1%,-9%,36%,-2%,-2%,-23%,-14%
O=C(Nc1ccc(Br)cc1)Nc1cnccn1,-2,4%,18%,-8%,12%,3%,2%,-7%,0%
